Bioassay records: PubChem BioAssay, The Scripps Research Institute Molecular Screening Center
TEAD-YAP inh = TEAD-YAP interaction inhibition; HEK-TIYL cells, TEAD-Gal4/YAP UAS-luciferase luminescence; inhibition, % at 9.12 µM; 1.4% of 640,000 active; AID 1259422; in the data active = inhibition above about 32%;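 note: 0% = median of test compound wells and 100% = reference inhibitor wells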
GPR151 ag = activators of human GPR151; Q8TDV0; PathHunter beta-arrestin GPR151 cells, luminescence; activation, % at 11.2 µM; 1% of 650,000 active; in the data active = activation above about 4.9%;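 note: 0% = median of compound wells and 100% = cells with positive control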
Target sequence (Q8TDV0 whole entry, looked up): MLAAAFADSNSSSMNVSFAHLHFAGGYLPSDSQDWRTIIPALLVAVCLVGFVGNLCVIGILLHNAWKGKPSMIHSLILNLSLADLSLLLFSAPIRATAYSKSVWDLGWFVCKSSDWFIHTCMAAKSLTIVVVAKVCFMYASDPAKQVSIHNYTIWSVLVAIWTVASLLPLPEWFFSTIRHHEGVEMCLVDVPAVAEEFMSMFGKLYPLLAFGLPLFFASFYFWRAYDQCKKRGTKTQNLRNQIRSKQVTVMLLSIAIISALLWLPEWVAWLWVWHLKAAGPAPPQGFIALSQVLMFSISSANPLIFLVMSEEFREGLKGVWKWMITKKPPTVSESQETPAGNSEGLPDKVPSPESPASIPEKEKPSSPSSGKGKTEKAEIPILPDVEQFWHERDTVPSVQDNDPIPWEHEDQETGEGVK
FBW7 activator = human FBW7 E3 ligase activation, primary screen; normalized activity (activation), % at 26.1 µM; Q969H0; 0.13% of 650,000 active; AlphaScreen FBW7–phospho-cyclin E peptide binding, activator screen; in the data active = normalized activity above about 1.9%;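 note: purified mutant Fbw7 with reduced substrate affinity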
MITF primary = inhibitors of human MITF; O75030; AlphaScreen MITF homodimerization, bead proximity signal; inhibition, % at 2.6 µM; 0.91% of 650,000 active; in the data active = inhibition above about 50%;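 note: 0% = vehicle wells with protein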
Target sequence (O75030 whole entry, looked up): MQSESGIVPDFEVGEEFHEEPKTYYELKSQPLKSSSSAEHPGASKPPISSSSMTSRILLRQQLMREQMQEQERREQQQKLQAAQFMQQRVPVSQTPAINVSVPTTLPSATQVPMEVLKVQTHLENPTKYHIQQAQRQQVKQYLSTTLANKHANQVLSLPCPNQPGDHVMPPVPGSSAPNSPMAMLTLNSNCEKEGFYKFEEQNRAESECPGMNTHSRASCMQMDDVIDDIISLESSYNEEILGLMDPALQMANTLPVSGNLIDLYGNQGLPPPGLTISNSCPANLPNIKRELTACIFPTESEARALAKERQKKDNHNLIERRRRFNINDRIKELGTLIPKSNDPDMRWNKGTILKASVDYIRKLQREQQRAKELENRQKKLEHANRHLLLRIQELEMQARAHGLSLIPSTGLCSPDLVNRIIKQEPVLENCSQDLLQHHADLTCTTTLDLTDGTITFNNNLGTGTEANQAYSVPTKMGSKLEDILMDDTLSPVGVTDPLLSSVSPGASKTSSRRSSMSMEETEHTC
* marks the source's active call; other numbers are inactive results; · = not tested or not shown.

Molecule | TEAD-YAP inh | GPR151 ag | FBW7 activator | MITF primary
CCOc1ccccc1NC(=O)C1CCCN1S(=O)(=O)c1cccc2nsnc12 (stereo unspecified) | 5 | 0.1 | -0.4 | 12
O=C(Cn1cc2c(n1)CCCC2)N1CCN(Cc2ccccc2)CC1 | 4 | 0.3 | 0.1 | 10
O=P(O)(O)OC1[C@H](O)[C@H](OP(=O)(O)O)C(OP(=O)(O)O)[C@H](OP(=O)(O)O)[C@H]1O (stereo partly specified) | · | -1.5 | · | 15
O=C(Nc1nccs1)c1cc2cc([N+](=O)[O-])ccc2s1 | -26 | 0.4 | 0.1 | 10
C/C(=N/NC(=O)c1cc2ccccc2cc1O)c1ccco1 | -7 | -1.0 | 0.0 | -22
COc1ccccc1/C=C1\N=C(c2cc(OC)c(OC)c(OC)c2)OC1=O | -9 | -0.7 | -0.2 | -13
CCS(=O)(=O)N1CC=C[C@@H]1C(=O)NC1CC1 | 1 | 1.3 | -0.1 | -10
COc1cc(/C=C2/NC(=O)NC2=O)cc(I)c1O | 0 | -0.7 | 0.1 | -2
COc1ccc(-c2ncn(-c3ccc(Nc4ncc5ccc(-c6cnn(C)c6)cc5n4)cc3)n2)cn1 | 9 | -0.2 | 1.0 | 55*
CC1CCCCN1c1nnc(NC(=O)Nc2ccc(F)cc2)s1 (stereo unspecified) | -55 | 0.0 | 0.0 | 0
CCC(=O)/C=C1/Sc2ccccc2N1CC | -1 | 0.5 | -0.1 | -1
CC(C)COC(=O)C1C2C=CC3(CN(Cc4ccccc4)C(=O)C13)O2 (stereo unspecified) | 8 | -0.9 | 0.1 | -3
CC(=O)c1c(C)n(CC(=O)NC(C)C)c2ccccc12 | -11 | 1.2 | -0.3 | 0
C=CCNC(=O)/C(C#N)=C/c1c(Oc2ccccc2OC)nc2c(C)cccn2c1=O | 21 | -0.7 | 0.0 | -2
O=c1c2ccccc2nc(/C=C/c2ccc3c(c2)OCO3)n1-c1cccc2ccccc12 | 15 | -0.5 | 0.0 | 4
O=C1CNS(=O)(=O)c2ccccc2N1 | -6 | -0.2 | 0.7 | 59*
O=C(/C=C/c1ccco1)NC(=S)Nc1cccnc1 | -3 | -1.1 | -0.1 | 19
CCCCN(CC)S(=O)(=O)c1ccc(F)c(C(=O)Nc2ccc(C(C)C)cc2)c1 | 3 | -1.7 | -0.1 | -8
CC(CCc1ccccc1)NC(=O)c1ccccc1 (stereo unspecified) | 1 | 1.9 | 0.5 | 16
COc1cc(CNCc2cccs2)ccc1OCC(=O)N1CCOCC1 | 4 | 3.2 | 0.0 | 6
COc1ccc(CNC(=O)c2cc(C)[nH]n2)cc1 | 8 | -0.1 | 0.4 | 7
Cc1cc(=O)n2c(-c3cccc(NC(=O)Cc4ccc(F)cc4)c3)csc2n1 | 12 | -0.1 | -0.2 | 7
CC(=O)OCCCn1c(N)c(C#N)c2nc3ccccc3nc21 | 2 | -1.0 | 0.0 | 9
CCOc1cc(NC(=O)c2ccccc2[N+](=O)[O-])c(OCC)cc1NC(=O)CC(C)C | -1 | -0.4 | 0.0 | 5
COc1ccc(-n2nnc3c(N4CCN(S(=O)(=O)c5ccc(C)c(C)c5)CC4)ncnc32)cc1 | 12 | -0.2 | 0.1 | 1
N#Cc1ccc(NC(=O)C(=O)NCc2ccccc2Cl)cc1 | 1 | -1.2 | 0.7 | 6
CN(CC(=O)Nc1ccc(F)cc1)C(=O)COc1ccc(C(=O)c2ccccc2)cc1 | -2 | -0.2 | 0.1 | -5
Cn1c(=O)c([N+](=O)[O-])c(-n2cnc3ccccc32)c2ccccc21 | -5 | 0.0 | -0.5 | 9
Cc1nc2c(C(=O)NC3CCCCC3)cnn2c(C)c1Cc1ccc(F)cc1Cl | 13 | 0.8 | -0.1 | -3
COc1ccc(CCn2c(-c3ccc(Br)cc3)csc2=Nc2ccc(F)cc2)cc1 | 19 | 2.4 | -0.2 | 18

Whole records, quoted from the list.
N#Cc1ccc(NC(=O)C(=O)NCc2ccccc2Cl)cc1 as listed: TEAD-YAP inh = 1; GPR151 ag = -1.2; FBW7 activator = 0.7; MITF primary = 6
CN(CC(=O)Nc1ccc(F)cc1)C(=O)COc1ccc(C(=O)c2ccccc2)cc1 as listed: TEAD-YAP inh = -2; GPR151 ag = -0.2; FBW7 activator = 0.1; MITF primary = -5

More compounds:
Molecule | TEAD-YAP inh | GPR151 ag | FBW7 activator | MITF primary
Cc1oc(-c2cccs2)nc1CSc1nnc(C)n2c1cc1occc12 | 0 | 0.7 | 0.2 | 2
COc1ccc(NC(=O)c2oc3ccccc3c2NC(=O)c2ccccc2OC)cc1 | 8 | 0.1 | 0.1 | 15
Cc1nn(C)c(C)c1-c1nc2ncnc(NCCCN3CCCC3=O)c2[nH]1 | 1 | -1.1 | -0.2 | 8
N#Cc1c(Nc2ccccc2)cc[nH]c1=O | 10 | -1.7 | 0.0 | 9
CCC(C)n1c(C)c(C)n2c3c(=O)n(C)c(=O)n(C)c3nc12 (stereo unspecified) | 0 | 0.8 | -0.1 | 2
O=C(Nc1ccc2oc(-c3ccc(F)cc3)nc2c1)c1cc(I)ccc1Cl | -6 | -0.2 | -0.1 | -4
Cc1cccc(NS(=O)(=O)c2cc(C(=O)N3CCCCC3)ccc2Cl)c1 | -5 | 1.0 | -0.1 | -1
Cn1c(O)c(/C=C2\C=Nc3ccccc32)c(=O)n(-c2ccccc2)c1=O | 5 | 2.6 | -0.1 | 1
Cc1cccc(NC(=O)CCCOc2ccc(Cl)cc2Cl)c1C | 2 | 2.3 | 0.1 | -11
CC1(C)Cc2c(c(N3CCOCC3)nc3snc(N)c23)CO1 | 36* | 0.6 | 0.0 | 7
CCOC1=C/C(=C/c2c(N)n3c(S(=O)(=O)C(C)C)nsc3nc2=O)C=CC1=O | 11 | 1.9 | -0.2 | 12
Cc1ccnc(SCc2cc(=O)c(OC(=O)c3ccccc3F)co2)n1 | -4 | -2.3 | -0.1 | 10
Cc1ccc(C(=O)NCC2CCCO2)cc1I (stereo unspecified) | -41 | 1.0 | -0.1 | -13
COc1ccc(C(=O)COc2ccc(C(C)=O)cc2)c(OC)c1 | -2 | -0.3 | 0.0 | -2
CC(NC(=O)CC1Oc2ccc(Cl)cc2NC1=O)c1ccccc1 (stereo unspecified) | 11 | 2.1 | 0.1 | 4
Cc1nn(C(C)C(=O)NCCCN2CCCCCC2)c(=O)c2cc3sccc3n12 (stereo unspecified) | -1 | 0.3 | -0.1 | -27
CCCNc1nc(-c2cccc(C(C)=O)c2)nc2c1ncn2Cc1ccc(C(F)(F)F)cc1 | 4 | 1.4 | 0.2 | -8
CC(=O)c1ccc(Oc2nc(CN3CCOCC3)nc3sc4c(c23)CCCC4)cc1 | -2 | -0.7 | 0.4 | -1
CCOC(=O)c1c(-c2ccccc2)csc1NC(=O)COc1ccc(Cl)cc1 | 3 | -0.3 | 0.2 | 15
COc1ccc(OC)c(/C=C2/SC(NC(C)=O)=NC2=O)c1 | -6 | 0.9 | -0.1 | -2
CC(=O)Oc1ccc(N(C(C)=O)S(=O)(=O)c2cccc3ccccc23)c2ccccc12 | 2 | 0.3 | 0.0 | -8
Cc1cc(S(=O)(=O)N2CCCOC2CNC(=O)C(=O)NCC(C)C)ccc1F (stereo unspecified) | 11 | 0.2 | 0.6 | 10
CCCCOC(=O)c1cc(-c2ccc(/C=C(\C#N)c3nc4ccccc4[nH]3)o2)ccc1Cl | 5 | -1.3 | 1.2 | 10
COc1cc(/C=C2/SC(=Nc3ccccc3)NC2=O)cc(OC)c1O | -17 | -1.0 | 0.0 | 11
O=C(CNc1ccc(F)c(Cl)c1)NC1CCCC1 | -21 | -0.6 | 0.7 | 8
Cn1c(=O)c2cc(C(=O)NCCCN3CCCC3=O)sc2c2ccccc21 | -3 | 1.5 | 0.3 | 18
Cn1c(Nc2nc(NC3CCN(Cc4ccccc4)CC3)c3ncn(CCN4CCCC4=O)c3n2)nc2ccccc21 | 6 | 0.8 | 0.0 | 5
CC(C)(C)NC(=O)C1CCN(Cc2ccccc2Cl)CC1 | 4 | -0.3 | -0.1 | 32
CCCCC/C=C\C[C@@H](O)/C=C/C=C\C/C=C\CCCC(=O)O | · | -1.5 | · | -6
CCN(CC)S(=O)(=O)c1ccc(NC(=O)[C@H](C)NC(N)=O)cc1 | -11 | -1.5 | 0.2 | 13
O=C(c1ccc(NCc2ccco2)c([N+](=O)[O-])c1)N1CCOCC1 | 1 | -0.3 | -0.2 | 12
N/C(=N\N=C\c1cccc([N+](=O)[O-])c1)SC1CC(=O)N(c2cccc([N+](=O)[O-])c2)C1=O (stereo unspecified) | -7 | 0.5 | 0.3 | 1
O=C(Cn1ncc2cccn2c1=O)NCc1ccco1 | -11 | 0.5 | -0.1 | 12
Cc1nc(C)c(CC(=O)NCc2nc3ccccc3[nH]2)s1 | 2 | -0.8 | -0.2 | 10
CC(=O)NCCn1c(=S)[nH]c2ccc(N3CCOCC3)cc2c1=O | 1 | 1.3 | -0.1 | -7
CCC(=O)Oc1ccc2c(C)c(Cc3ccccc3)c(=O)oc2c1I | 6 | 0.1 | -0.1 | -1
COc1cc(/C=N/NC(=O)CSc2cc(C)nc3ccccc23)ccc1O | -3 | 0.3 | -0.2 | 3
CN1CCc2cc(C(CNS(=O)(=O)c3ccc(F)cc3F)N3CCCC3)ccc21 (stereo unspecified) | 6 | 2.0 | -0.2 | 5
C=CCNC(=O)c1ccc(Cl)cc1[N+](=O)[O-] | 11 | -1.5 | 0.1 | -34
CC(C)NC(=O)c1c(C(F)(F)F)nc2ccccn12 | -4 | 0.1 | -0.1 | 3
CC(=O)c1c(C)oc2c1cc(NS(=O)(=O)c1ccc(C)cc1C)c1ccccc12 | 9 | 0.4 | 0.0 | -1
CCc1cccc(OCCN2CCOCC2)c1 | -19 | -0.2 | 0.1 | 32
Fc1ccc(NC(=S)NCCc2ccccn2)cc1 | -1 | -0.8 | -0.1 | 13
Cc1ccccc1C(=O)NC(NC(C)(C)C)C(Cl)(Cl)Cl (stereo unspecified) | 1 | 0.8 | -0.3 | -3
CCCCC1CC(=O)CC(C#N)(C#N)C1(C#N)C#N (stereo unspecified) | -3 | -1.1 | -0.2 | 10
CCCOc1ccc(/C(O)=C2/C(=O)C(=O)N(CCN(CC)CC)C2c2ccc(N(C)C)cc2)cc1C (stereo unspecified) | 1 | 0.8 | 0.0 | 2
O=C(NC1CCCC1)C(c1ccncc1)N(C(=O)c1csnn1)c1ccccc1F (stereo unspecified) | 6 | -1.1 | -0.2 | -4
Cc1[nH]c2ccccc2c1C(=O)CSc1nccc(=O)[nH]1 | -3 | 0.1 | 0.1 | 20
COc1ccc(C(=O)Oc2cc3c4c(c2)C(C)=CC(C)(C)N4C(=O)C3=O)cc1OC | 9 | -0.4 | 0.0 | 10
CCN1CCN(c2ncnc3sc(C(=O)Nc4ccc(C)cc4Br)c(C)c23)CC1 | -1 | 4.0 | -0.1 | 1
O=C1CSc2cc(S(=O)(=O)NCCc3ccccc3)ccc2N1 | -15 | -0.5 | -0.3 | -4
CC1Cc2cc(S(=O)(=O)NCCC(=O)NC3CCCCC3)ccc2N1C(=O)C1CC1 (stereo unspecified) | 1 | -0.6 | 0.0 | -2
Nc1nc(NC2CCN(Cc3ccccc3)CC2)cc(-c2ccccc2)n1 | -6 | -1.8 | 0.2 | 21
C=CCNC(=O)c1cc(-c2cccc(O)c2)on1 | 34* | -2.1 | -0.1 | 2
CCOC(=O)c1c(NC(=O)Cc2ccc(Cl)cc2)sc(C(=O)Nc2ccccc2OC)c1C | 2 | 0.9 | -0.1 | 2
COc1ccc(OC)c(/C=C2/C(=O)NC(=O)N(c3ccc(Br)cc3C)C2=O)c1 | 0 | -1.3 | 0.2 | 20
COc1ccc(CC(=O)N/N=C(\C)CC(=O)Nc2cccc(F)c2)cc1 | 1 | -0.2 | 0.0 | 11
O=C(Nc1ccc(-c2nc3cccnc3s2)cc1)C1CCCC1 | 52* | -2.8 | -0.2 | 5
CCOC(=O)Cc1ccc(N(Cc2ccccc2Cl)S(=O)(=O)c2ccc3c(c2)OCCO3)cc1 | 4 | -0.9 | 0.2 | 12
CC1=C(C(N)=O)C(c2ccc(F)cc2)NC(=S)N1 (stereo unspecified) | 6 | -1.1 | 0.0 | 22
Fc1ccc(Cn2cc(C(=S)N3CCOCC3)c3ccccc32)cc1 | -8 | 0.7 | -0.1 | 3

An excerpt from the list above, for reference:
Molecule | TEAD-YAP inh | GPR151 ag | FBW7 activator | MITF primary
O=C(c1ccc(NCc2ccco2)c([N+](=O)[O-])c1)N1CCOCC1 | 1 | -0.3 | -0.2 | 12
N/C(=N\N=C\c1cccc([N+](=O)[O-])c1)SC1CC(=O)N(c2cccc([N+](=O)[O-])c2)C1=O (stereo unspecified) | -7 | 0.5 | 0.3 | 1
O=C(Cn1ncc2cccn2c1=O)NCc1ccco1 | -11 | 0.5 | -0.1 | 12
Cc1nc(C)c(CC(=O)NCc2nc3ccccc3[nH]2)s1 | 2 | -0.8 | -0.2 | 10
CC(=O)NCCn1c(=S)[nH]c2ccc(N3CCOCC3)cc2c1=O | 1 | 1.3 | -0.1 | -7
